# From PubChem BioAssay
# influenza NS1A: H1N1 influenza NS1A inhibitors, functional cell based assay (AID 504329); NS1A functional cell-based assay, percent inhibition; higher % means a stronger effect; one-dose inhibition, % at 12.5 µM; IC50 in µM for titrated hits; actives 0.3% (n = 340,000); in the data active = a potency from the dose series; inconclusive = inhibition above about 27% without an active follow-up result; note: strong numbers were not always called active
# inhibitors of VEEV: inhibitors of VEEV TC-83 cytopathic effect, confirmation, Vero cells (AID 588727). Vero cells, VEEV TC-83 cytopathic effect inhibition; higher % means a stronger effect. actives 0.13% (n = 350,000). inhibition, % at 20 µM, or IC50 in µM where a hit was titrated; in the data active = a potency from the dose series; inconclusive = inhibition mostly from about 14% at the one dose, without a potency; inactive = the rest, 99 in 100 with inhibition below about 12%; note: strong numbers were not always called active
# PhoP GFP inhibition: PhoP regulon inhibitors, Salmonella typhi PhoP promoter GFP reporter, confirmatory (AID 1850). Salmonella Typhi PhoP-promoter GFP reporter, fluorescence, 4 h; higher % means a stronger effect. one-dose inhibition, % at 50 µM; IC50 in µM for titrated hits. actives 0.33% (n = 310,000); in the data active = a potency from the dose series; inconclusive = inhibition mostly from about 25% at the one dose, without a potency; inactive = the rest, 99 in 100 with inhibition below about 19%;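 note: 0% = induced wells with vehicle and 100% = uninduced wells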
# tuberculosis growth: growth inhibition of non-replicating M. tuberculosis (AID 488890); Mycobacterium tuberculosis non-replicating, growth inhibition; higher % means a stronger effect; inhibition, % at 25 µM; hits with a dose series show IC50 in µM; actives 0.39% (n = 320,000); in the data active = a potency from the dose series; inconclusive = inhibition mostly from about 82% at the one dose, without a potency; inactive = the rest, 99 in 100 with inhibition below about 76%;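 note: plate controls were DMSO cells for no effect and high antibiotic wells for full effect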
# M. tuberculosis HTS: M. tuberculosis growth inhibition, HTS (AID 449762); M. tuberculosis H37Rv growth inhibition, 7H9 media; higher % means a stronger effect; inhibition, % at 25 µM, or IC50 in µM where a hit was titrated; actives 0.59% (n = 330,000); in the data active = a potency from the dose series; inconclusive = inhibition above about 70% without an active follow-up result;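 note: bacterial growth assessed after seven days of incubation; strong numbers were not always called active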
# inhibitors of VEEV 10K pilot screen: second read-out of inhibitors of VEEV, no call of its own (marks repeat the call); inhibition, %; measured here: 10K pilot screen inhibition
# * hit, by the source's call; i = inactive; ? = inconclusive; · = not tested or not shown.
# Sample of the layout (16 entries):
SMILES,influenza NS1A,inhibitors of VEEV,PhoP GFP inhibition,tuberculosis growth,M. tuberculosis HTS,others
CC(=O)OC[C@H]1O[C@@H](Oc2cc(O)cc3oc(-c4ccc(O)cc4)cc(=O)c23)[C@H](O[C@@H]2O[C@@H](C)[C@H](O)[C@@H](O)[C@H]2O)[C@@H](O)[C@@H]1O,1%,0.2%,·,16%,4%,inhibitors of VEEV 10K pilot screen=0.3
CCOC(=O)C1CCCN1C(=O)c1ccc(OC)c(Br)c1 (stereo unspecified),-6%,1.7%,8%,24%,-4%,
O=C(COc1ccc(S(=O)(=O)N2CCOCC2)cc1)Nc1cccc([N+](=O)[O-])c1,-3%,5.1%,-7%,9%,3%,
CCN(CC)S(=O)(=O)c1cc(Cl)ccc1OC,2%,0.2%,8%,7%,4%,
CCOC(=O)CCC(NC(=O)c1ccc(NCN2C(=O)CCC2=O)cc1)C(=O)OCC (stereo unspecified),3%,3.3%,6%,-2%,0%,
Cc1ccccc1OCC(=O)NCCC(=O)O,-3%,0.8%,22%,0%,0%,
COc1ccc(NC(=O)CSc2ncnc3c2cnn3Cc2ccccc2)cc1OC,-2%,1.3%,3%,15%,-13%,
CCCCn1nc2cc(C(=O)NCCc3ccc(C)cc3)ccc2c1OCC,5%,0.2%,-4%,-6%,-1%,
CC(=O)N1CCN(c2ccnc3cc(Cl)ccc23)CC1,1%,4.5%,-11%,12%,6%,
Cc1ccccc1OCC(=O)Nc1cc(S(=O)(=O)N2CCOCC2)ccc1N1CCCC1,-6%,4.9%,·,16%,-3%,
CCNC(=O)C(Cc1ccccc1)NC(=O)OCc1ccccc1 (stereo unspecified),·,1.0%,0%,-6%,-4%,
CCC1(C)OC(=O)N(CCCn2ccnc2C)C1(C)O (stereo unspecified),1%,1.8%,-9%,-6%,-5%,
CC1CC(C)CN(S(=O)(=O)N2CCCC(C(=O)NC3CCCCC3)C2)C1 (stereo unspecified),6%,0.7%,-7%,-12%,1%,
Cn1cc(C(N)=O)c2ccccc21,-2%,0.3%,-9%,-17%,-11%,
CCN(C(=O)C(C)OC(=O)C1C(C(=O)OC)=C(C)NC(C)=C1C(=O)OC)c1ccccc1 (stereo unspecified),-5%,0.9%,-7%,-6%,-4%,
COc1ccc(C(=O)O)cc1S(=O)(=O)N(C)C,6%,0.8%,3%,-1%,-5%,

# This part in full, previewed entries included:
SMILES,influenza NS1A,inhibitors of VEEV,PhoP GFP inhibition,tuberculosis growth,M. tuberculosis HTS,others
CC(=O)OC[C@H]1O[C@@H](Oc2cc(O)cc3oc(-c4ccc(O)cc4)cc(=O)c23)[C@H](O[C@@H]2O[C@@H](C)[C@H](O)[C@@H](O)[C@H]2O)[C@@H](O)[C@@H]1O,1%,0.2%,·,16%,4%,inhibitors of VEEV 10K pilot screen=0.3
CCOC(=O)C1CCCN1C(=O)c1ccc(OC)c(Br)c1 (stereo unspecified),-6%,1.7%,8%,24%,-4%,
O=C(COc1ccc(S(=O)(=O)N2CCOCC2)cc1)Nc1cccc([N+](=O)[O-])c1,-3%,5.1%,-7%,9%,3%,
CCN(CC)S(=O)(=O)c1cc(Cl)ccc1OC,2%,0.2%,8%,7%,4%,
CCOC(=O)CCC(NC(=O)c1ccc(NCN2C(=O)CCC2=O)cc1)C(=O)OCC (stereo unspecified),3%,3.3%,6%,-2%,0%,
Cc1ccccc1OCC(=O)NCCC(=O)O,-3%,0.8%,22%,0%,0%,
COc1ccc(NC(=O)CSc2ncnc3c2cnn3Cc2ccccc2)cc1OC,-2%,1.3%,3%,15%,-13%,
CCCCn1nc2cc(C(=O)NCCc3ccc(C)cc3)ccc2c1OCC,5%,0.2%,-4%,-6%,-1%,
CC(=O)N1CCN(c2ccnc3cc(Cl)ccc23)CC1,1%,4.5%,-11%,12%,6%,
Cc1ccccc1OCC(=O)Nc1cc(S(=O)(=O)N2CCOCC2)ccc1N1CCCC1,-6%,4.9%,·,16%,-3%,
CCNC(=O)C(Cc1ccccc1)NC(=O)OCc1ccccc1 (stereo unspecified),·,1.0%,0%,-6%,-4%,
CCC1(C)OC(=O)N(CCCn2ccnc2C)C1(C)O (stereo unspecified),1%,1.8%,-9%,-6%,-5%,
CC1CC(C)CN(S(=O)(=O)N2CCCC(C(=O)NC3CCCCC3)C2)C1 (stereo unspecified),6%,0.7%,-7%,-12%,1%,
Cn1cc(C(N)=O)c2ccccc21,-2%,0.3%,-9%,-17%,-11%,
CCN(C(=O)C(C)OC(=O)C1C(C(=O)OC)=C(C)NC(C)=C1C(=O)OC)c1ccccc1 (stereo unspecified),-5%,0.9%,-7%,-6%,-4%,
COc1ccc(C(=O)O)cc1S(=O)(=O)N(C)C,6%,0.8%,3%,-1%,-5%,
NS(=O)(=O)c1ccc(CCNC(=O)c2ccc([N+](=O)[O-])s2)cc1,-5%,1.7%,-5%,42%,9%,
O=C1/C(=C/c2cccnc2)Cc2ccc(Cl)cc21,-26%,0.6%,6%,9%,3%,
Brc1ccc(-n2c(SCc3nc4ccccc4[nH]3)nnc2-c2ccncc2)cc1,0%,3.2%,-2%,-12%,3%,
O=C(c1cn(-c2ccccc2)nc1-c1ccc(Br)cc1)N1CCOCC1,2%,i,0%,24%,9%,
Cc1ccc2cc(C(c3nnnn3C3CCCC3)N(Cc3ccccc3)Cc3ccco3)c(=O)[nH]c2c1 (stereo unspecified),-4%,i,-8%,-6%,1%,
O=C(O)CSc1nc(-c2ccccc2)nc2c1oc1ccccc12,1%,6.8%,6%,36%,3%,
Cc1nnc(C)n1/N=C/c1ccc(-c2ccccc2)cc1,1%,1.6%,4%,16%,-1%,
COc1ccc(NCC(=O)N/N=C(\C)c2cc3ccccc3o2)cc1,8%,2.9%,-1%,33%,?,
Cc1ccc(C(=O)NCCCNC(=O)COc2ccc(Cl)cc2)cn1,4%,0.8%,3%,-4%,-2%,
CC1CCCCC1NC(=O)c1c(O)nc2ccccn2c1=O (stereo unspecified),-1%,6.7%,14%,38%,7%,
CC(C)=CC(O)C/C(C)=C/COc1ccc2ccc(=O)oc2c1 (stereo unspecified),-6%,10%,14%,-9%,-7%,
COc1cccc(OC)c1C(=O)Nc1ccc2c(c1)N(S(=O)(=O)c1cccs1)CCC2,0%,7.0%,-5%,24%,2%,
Cc1ccc(S(=O)(=O)Nc2ccccc2N2CCCCC2)cc1,-3%,3.2%,·,44%,9%,
COc1cc(OC)c(C(=O)Oc2ccc3c(c2)OCO3)cc1OC,1%,0.6%,3%,17%,60%,
COc1ccc2nc(SCC(=O)Nc3cc(OC)c(OC)cc3C(=O)O)c(C)cc2c1,4%,i,-9%,22%,7%,
CCOC(=O)C(Oc1ccc2c(-c3ccccc3)cc(=O)oc2c1)c1ccccc1 (stereo unspecified),-2%,i,-5%,34%,32%,
CC(Sc1nnc(-c2cccnc2)o1)C(=O)NC1CCCC1 (stereo unspecified),-4%,2.2%,·,60%,-9%,
CCC(C(=O)NCc1ccccn1)n1c2ccccc2c2nc(=O)cc(C)n21 (stereo unspecified),7%,1.3%,7%,4%,0%,
CCN(CC)S(=O)(=O)c1ccc(OC)c(NC(=O)c2cccc(C)c2[N+](=O)[O-])c1,6%,4.5%,-2%,16%,0%,
COc1ccc(C2=Nn3c(nnc3-c3ccccc3OC)SC2)cc1OC1CCOC1 (stereo unspecified),-12%,8.4%,·,-9%,-2%,
N#CC1(c2ccccc2)CCN(C2CC(=O)N(c3cccc(F)c3)C2=O)CC1 (stereo unspecified),3%,0.6%,0%,14%,-3%,
COc1ccc(C)cc1N(CC(=O)Nc1ccc(S(=O)(=O)N2CCCC2)cc1)S(C)(=O)=O,3%,6.0%,-3%,8%,6%,
CCc1nnc(NC(=O)CSc2ncc(-c3ccccc3)[nH]2)s1,2%,5.2%,12%,14%,0%,
COc1ccc(OCCN2CCCC2)cc1Nc1nnc(Cl)c(Nc2ccccc2S(C)(=O)=O)n1,14%,i,·,·,·,
Cc1ccc(C(C)C)c(OCC(=O)NS(=O)(=O)c2ccc(Cl)cc2)c1,-8%,1.8%,-2%,51%,-3%,
O=C(c1cccs1)N1CCC(c2nc3ccccc3s2)CC1,-6%,i,-13%,24%,1%,
CCOC(=O)c1nnn(-c2nonc2-n2cccc2)c1CN1CCCCC1,-21%,5.8%,-6%,-22%,0%,
O=C(O)CCC(=O)N1CCOc2ccc(Cl)cc21,7%,0.9%,-9%,-5%,-7%,
Cc1[nH]c2ccccc2c1C(=O)CSc1cccc[n+]1[O-],10%,0.5%,7%,-22%,3%,
Cc1cc(C)n(CC(O)CN2C(=O)NC(C)(C)C2=O)n1 (stereo unspecified),0%,2.0%,4%,-7%,-8%,
Cc1cc(C)c2[nH]c(C(=O)Nc3ccc(F)cc3Br)cc2c1,4%,2.4%,-1%,10%,-1%,
Cc1ccc(NC(=O)c2cc(-c3ccc(C)o3)nc3ccccc23)nc1,-2%,9.7%,14%,?,8%,
O=C(CCCc1nc(-c2ccccc2)no1)NCc1cccnc1,6%,i,-3%,34%,1%,inhibitors of VEEV 10K pilot screen=0.7
C(=NOCCc1ccccc1)c1cccnc1,-3%,i,·,·,·,
O=C(Nn1c(-c2ccc(Br)cc2)nc2ccccc2c1=O)c1cccnc1,5%,1.6%,2%,1%,-1%,
Cc1ccc(S(=O)(=O)NC(C(=O)N2CCOCCOCCOCCOCC2)c2ccccc2)cc1 (stereo unspecified),0%,0.9%,-16%,-2%,5%,
CCN(CC)Cc1oc(CO)cc(=O)c1O,6%,i,1%,-20%,-6%,
CCCCCn1c(N2CCN(Cc3ccccc3)CC2)nc2c1c(=O)[nH]c(=O)n2C,-2%,i,-1%,28%,1%,
O=C1CCc2cc(S(=O)(=O)NCCC(=O)NC3CCN(Cc4ccccc4)CC3)ccc2N1,13%,6.0%,-11%,7%,-14%,
COc1ccc([N+](=O)[O-])cc1NC(=O)Nc1ccc(OC)c(OC)c1,11%,3.4%,4%,2%,0%,
Cc1nc2ccccn2c1-c1ccnn1S(=O)(=O)c1ccc(F)cc1,-2%,1.7%,-5%,50%,10%,
Cc1ccc(S(=O)(=O)n2nc(-c3ccco3)nc2N)cc1,9%,0.5%,-39%,-17%,4%,
COC(=O)C1=C(c2ccc(Cl)c(C(F)(F)F)c2)C[C@@H]2CC[C@H]1N2C(=O)NCc1cc(C)oc1C(F)(F)F,4%,4.1%,·,11%,7%,
CC(=O)N1SC(N)=NC1c1ccccc1 (stereo unspecified),-3%,0.5%,-5%,8%,-1%,inhibitors of VEEV 10K pilot screen=0.0

# Other results.
SMILES,influenza NS1A,inhibitors of VEEV,PhoP GFP inhibition,tuberculosis growth,M. tuberculosis HTS,others
O=C(CSc1nnc(-c2ccccn2)n1Cc1ccco1)c1ccccc1,0%,6.0%,6%,16%,1%,
CCOc1ccccc1N(CC(=O)NCCc1ccccc1)C(=O)CCC(=O)Nc1ccccn1,-5%,6.4%,4%,-2%,3%,
Cc1cc(OCC(=O)Nc2ccc(S(=O)(=O)N3CCN(C)CC3)cc2)ccc1Br,-1%,2.4%,-11%,50%,-1%,
CCN(CC)C(=S)NC(=O)Cc1ccccc1,1%,i,3%,-1%,-5%,
CCCc1nnc2n1N=C(c1ccc(OC)c(OC)c1)CS2,-3%,11%,-8%,3%,-7%,
CC(C)OP(=O)(OC(C)C)C(Nc1ccccn1)c1ccc(F)cc1 (stereo unspecified),-5%,0.6%,-5%,0%,2%,
CCN(CC(=O)N1CCOCC1)S(=O)(=O)c1ccc(Cl)cc1,-4%,0.5%,-9%,-17%,-6%,
CCOC(=O)C1(CCCc2ccccc2)CCN(C(=O)C(C)n2cncn2)CC1 (stereo unspecified),2%,i,-3%,2%,1%,
CC(=O)c1ccc(NC(=O)C2CC(=O)N(C(C)C)C2)cc1 (stereo unspecified),-1%,1.4%,4%,6%,-3%,
COc1ccc(C(=O)OCCOc2ccccc2C(C)=O)c(O)c1,-8%,5.1%,0%,19%,-7%,
CCOC(=O)c1sc2nc(C)nc(SC(C)C(=O)NC3CC3)c2c1C (stereo unspecified),-3%,6.1%,·,15%,44%,
COc1ccc(CC(=O)Nc2ccc(-c3cn4ccccc4n3)cc2)cc1,4%,0.8%,-9%,-4%,-2%,
O=c1c2cn[nH]c2[nH]c(=S)n1-c1ccccc1Cl,-15%,1.3%,-5%,-13%,-8%,
